# ATXN2 expr inh – Primary qHTS for Inhibitors of ATXN expression; Potency, µM (top dose mostly 57 µM), without a hit: at the top dose activity change, negative = inhibition, hits mostly inhibitors; AID 1745845, 2022; hit rate 0.72% among 360,000; HEK-293 ATXN2-luciferase reporter, luminescence, 24 h; also: potency is read from the fitted curve at half-maximal effect; % is scaled to controls: 0 for no effect and ±100 for the full control effect; nearly all actives have a fitted effect of over 55% in size
#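 qHTS (up to 57 uM final) was run with 24 h compound exposure of reporter cells at 37 °C. Each well was multiplexed: SteadyGlo luminescence measured ATXN2-luciferase expression after a fluorogenic Gly-Phe-AFC viability readout (25 uM final).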
# IL2 activator – qHTS of IL-2 Activators; IL-2 activation reporter assay, cell-based qHTS; stimulated with anti-CD3/CD4/CD28 beads; in transgenic mouse T cells; hit rate 0.065% among 360,000; activation, % (series mostly up to about 46 µM); AID 652025, 2013; in the data active = activation above about 50%; inconclusive = mostly about 30% to 49%; also: 0% is about no effect
#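 Readout is EGFP and DsRed signal by fluorescent plate cytometry after 18 h at 37 degrees C. Transgenic mouse T cells (750/well) received compound for 60 min before bead stimulation (anti-CD3, anti-CD4, anti-CD28); memory T cells served as non-tolerant control.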
# TGFb SMAD3 inh – qHTS for Inhibitors of TGF-b; HepG2 CAGA-GFP TGF-b/SMAD3 reporter, GFP fluorescence, 18 h; TGF-beta stimulated, 500 pg/mL final; Potency, µM (top dose mostly 46.1 µM), without a hit: at the top dose activity, negative = inhibition, usual class: inhibitors; hit rate 1.2% among 410,000; AID 588855, 2011; also: potency is read from the fitted curve at half-maximal effect; % is scaled to controls: 0 for no effect and ±100 for the full control effect; nearly all actives have a fitted effect of over 65% in size
#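 TGF-beta reporter screen: HEPG2 CAGA-GFP, 1% FBS, 500 pg/mL TGF-beta final, 18 h; per-cell GFP summed per well; curves fitted and categorized by class.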
# EPAC2 agonist – qHTS for Agonist of cAMP-regulated guanine nucleotide exchange factor 4 (EPAC2): primary screen; Rap guanine nucleotide exchange factor 4 (Homo sapiens), Q8WZA2; EPAC2 activation, biochemical qHTS; response scale: 100% = 6.5 mM cAMP response; Potency, µM (doses to about 154 µM), inactives show top-dose activation, hits mostly activators; hit rate 0.079% among 360,000; AID 720711, 2013; also: potency is read from the fitted curve at half-maximal effect; nearly all actives have a fitted effect of over 50% in size
# Target sequence (Q8WZA2 whole entry, looked up): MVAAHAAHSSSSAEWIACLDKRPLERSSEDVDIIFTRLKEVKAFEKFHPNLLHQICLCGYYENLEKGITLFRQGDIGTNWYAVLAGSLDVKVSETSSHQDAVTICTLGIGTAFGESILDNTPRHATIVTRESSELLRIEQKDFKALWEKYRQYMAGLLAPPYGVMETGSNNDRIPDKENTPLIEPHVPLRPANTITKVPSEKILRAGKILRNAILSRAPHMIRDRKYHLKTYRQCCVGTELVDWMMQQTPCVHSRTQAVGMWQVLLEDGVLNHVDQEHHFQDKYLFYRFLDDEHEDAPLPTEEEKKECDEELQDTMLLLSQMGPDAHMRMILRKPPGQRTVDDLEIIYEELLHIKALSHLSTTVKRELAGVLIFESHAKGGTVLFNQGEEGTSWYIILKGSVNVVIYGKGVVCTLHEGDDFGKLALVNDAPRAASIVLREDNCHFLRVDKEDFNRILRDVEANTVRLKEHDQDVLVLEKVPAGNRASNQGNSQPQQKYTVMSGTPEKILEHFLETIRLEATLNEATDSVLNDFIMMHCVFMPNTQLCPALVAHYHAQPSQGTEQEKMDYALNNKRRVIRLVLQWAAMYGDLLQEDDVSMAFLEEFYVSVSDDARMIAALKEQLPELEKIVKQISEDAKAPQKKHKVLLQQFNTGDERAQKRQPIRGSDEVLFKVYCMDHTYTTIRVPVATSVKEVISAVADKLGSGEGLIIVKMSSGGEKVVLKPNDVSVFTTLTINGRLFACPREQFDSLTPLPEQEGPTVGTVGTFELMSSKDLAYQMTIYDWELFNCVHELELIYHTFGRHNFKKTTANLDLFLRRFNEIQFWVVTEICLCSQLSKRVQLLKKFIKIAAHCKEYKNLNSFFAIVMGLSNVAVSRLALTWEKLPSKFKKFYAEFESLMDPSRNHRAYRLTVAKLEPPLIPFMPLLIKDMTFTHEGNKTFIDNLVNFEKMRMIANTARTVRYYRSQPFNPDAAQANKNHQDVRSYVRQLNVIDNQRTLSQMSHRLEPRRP
#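 Nucleotide exchange monitored as fluorescence drop when BODIPY-GDP leaves Rap1B. Reaction: 100 nM EPAC2, 250 nM RAP1B-BODIPY-GDP, 50 uM GDP, room temperature, kinetic read over 30 min. Activity expressed relative to 6.5 mM cAMP.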
# HepG2 viability – qHTS for Inhibitors of TGF-b: Cytotox Counterscreen; hit rate 0.76% among 410,000; Potency, µM (doses to about 46.1 µM), for inactives: at the top dose activity change, negative = cytotoxicity, usual class: cytotoxic; HepG2 CAGA-GFP viability, ATP luminescence, 18 h; also: potency is read from the fitted curve at half-maximal effect; some results filed as inactive show a strong effect at the top dose
#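 HepG2 CAGA-GFP cells (1000/well, DMEM with 1% FBS) received compound, then TGF-beta at 500 pg/mL final, and were incubated 18 hours at 37 degrees C. Viability was read by CellTiter-Glo luminescence. Media-only wells were set as complete cell-killing and DMSO as no toxicity.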
# ATXN viability – Viability Counterscreen for Primary qHTS for Inhibitors of ATXN expression; S2 cells (HEK-293 line with an ATXN2-luciferase reporter) viability, CellTiter-Fluor protease fluorescence, 24 h; Potency, µM (highest dose often 56.7 µM), usual class: cytotoxic; hit rate 0.49% among 400,000; AID 651635, 2014; also: potency is read from the fitted curve at half-maximal effect; nearly all actives have a fitted effect of over 40% in size
# Nrf2 block – Nrf2 qHTS screen for inhibitors; A549 ARE-Fluc reporter, luciferase luminescence, 18-24 h; Potency, µM (highest dose often 46 µM), without a hit: top-dose activity change, negative = inhibition, usual class: inhibitors; hit rate 2.1% among 360,000; also: potency is read from the fitted curve at half-maximal effect; % is scaled to controls: 0 for no effect and ±100 for the full control effect; nearly all actives have a fitted effect of over 60% in size
#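 Quantitative HTS in A549 cells stably bearing an antioxidant response element-firefly luciferase construct. Inhibition of Nrf2-driven transcription was scored by luminescence after 18-24 h of compound exposure at 37 °C.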
# A549 viability – Nrf2 qHTS screen for inhibitors: counterscreen for cytotoxicity; AID 504648, 2011; Potency, µM (series often up to 46 µM), without a hit: at the top dose activity change, negative = cytotoxicity, usual class: inhibitors; A549 ARE-Fluc cells, CellTiter-Fluor viability, 18-24 h; hit rate 0.16% among 390,000; also: potency is read from the fitted curve at half-maximal effect; % is scaled to controls: 0 for no effect and ±100 for the full control effect
#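 A549 ARE-Fluc cells in 5% FBS OPTI-MEM, 5000 cells/well, rested 2 h then exposed to compounds in concentration-response for 18-24 h at 37 °C. Viability by CellTiter-Fluor fluorescence (Ex 405/Em 525) after 30 min; luciferase luminescence (BugLite, 15 min, RT) read afterwards.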
# Nrf2 ARE act – qHTS of Nrf2 Activators; AREc32 ARE-luciferase reporter (MCF7-derived line), luminescence, 24 h; Potency, µM (top dose mostly 46.1 µM), inactives show top-dose activation, hits mostly activators; hit rate 0.31% among 410,000; AID 624171, 2012; also: potency is read from the fitted curve at half-maximal effect; % of control where 0% means no effect; nearly all actives have a fitted effect of over 65% in size
#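 Reporter line AREc32 (ARE-Fluc), seeded overnight in OPTI-MEM with 5% FBS; compound pin-transferred, 24 hr at 37 deg C, 5% CO2; luminescent read-out.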
# An asterisk follows results filed as active; i = inactive; ? = inconclusive; · = not tested or not shown; [ ] = another dose, or the depositor's remark. Unless noted, calls follow the shape of the dose curve; as a rule, active = well fitted curve in the direction sought with a large enough effect; inconclusive = small, poorly fitted or top-dose-only effect, or another doubt; inactive = no such curve, though single readings can be large; an effect the other way counts as inactive or inconclusive.
SMILES,ATXN2 expr inh,IL2 activator,TGFb SMAD3 inh,EPAC2 agonist,HepG2 viability,ATXN viability,Nrf2 block,A549 viability,Nrf2 ARE act
COc1ccc(CNc2nc3ccccc3c3nc(-c4ccccc4)nn23)cc1,-20%,·,?,·,-14%,i,-27%,14%,-0.5%
CNc1ncnc2c1ncn2[C@H]1CN(Cc2ccc(F)cc2)C[C@@H](CO)O1,1%,0.3,33%,7%,-1%,i,·,·,0.3%
CO/N=C(/CNC(=O)c1cccc(Cl)c1)c1ccc(Cl)cc1,-21%,-3.4,1%,14%,2%,i,-14%,2%,0.3%
COCCN(CCOc1cc(C)cc(C)c1)Cc1ccc(Cl)cc1,0%,-1.5,0%,-5%,-5%,i,-19%,1%,-1.4%
O=C(O)c1cccc(COc2ccc3c(c2)CCC3)c1,?,-3.4,-1%,8%,-13%,i,?,2%,-3.3%
Cc1cccc(N2CCN(Cc3cn(C)nc3-c3ccccc3F)CC2)n1,-37%,-0.4,?,5%,-24%,i,-12%,-8%,0.6%
CCOCCCNC(=O)CN1C(=O)CSc2ccccc21,8%,-0.6,-1%,11%,-1%,i,20%,5%,0.1%
COc1ccc(OC)c(CNS(=O)(=O)c2ccc3c(c2)CCCN3C(C)=O)c1,5%,·,-13%,·,-20%,i,·,2%,0.3%
CCN(CC)S(=O)(=O)c1ccc(N2CCCC2)c(NC(=O)c2nn(C)c(=O)c3ccccc23)c1,·,-0.6,?,6%,-16%,?,-24%,1%,0.2%
CC(C)N(Cc1nc(-c2ccccc2)no1)C(=O)C1CCCCC1,-5%,-2.4,4%,4%,-3%,i,-19%,-10%,0.1%
O=C(c1ccccc1)N1N=C(c2ccc(F)cc2)CC1(O)C(F)(F)F (stereo not drawn),·,0.6,?,5%,-44%,i,7%,0%,8.1%
Cc1ccc(/C(N)=N/OC(=O)c2cccc(F)c2)cc1,65%[activator],-1.3,12%,10%,-5%,i,·,11%,11µM*

# Ordered by length of the SMILES (falling): part of the list above
SMILES,ATXN2 expr inh,IL2 activator,TGFb SMAD3 inh,EPAC2 agonist,HepG2 viability,ATXN viability,Nrf2 block,A549 viability,Nrf2 ARE act
COc1ccc(OC)c(CNS(=O)(=O)c2ccc3c(c2)CCCN3C(C)=O)c1,5%,·,-13%,·,-20%,i,·,2%,0.3%
COc1ccc(CNc2nc3ccccc3c3nc(-c4ccccc4)nn23)cc1,-20%,·,?,·,-14%,i,-27%,14%,-0.5%
Cc1cccc(N2CCN(Cc3cn(C)nc3-c3ccccc3F)CC2)n1,-37%,-0.4,?,5%,-24%,i,-12%,-8%,0.6%

# The listing picks up; the six compounds before the break are reprinted first.
SMILES,ATXN2 expr inh,IL2 activator,TGFb SMAD3 inh,EPAC2 agonist,HepG2 viability,ATXN viability,Nrf2 block,A549 viability,Nrf2 ARE act
CCOCCCNC(=O)CN1C(=O)CSc2ccccc21,8%,-0.6,-1%,11%,-1%,i,20%,5%,0.1%
COc1ccc(OC)c(CNS(=O)(=O)c2ccc3c(c2)CCCN3C(C)=O)c1,5%,·,-13%,·,-20%,i,·,2%,0.3%
CCN(CC)S(=O)(=O)c1ccc(N2CCCC2)c(NC(=O)c2nn(C)c(=O)c3ccccc23)c1,·,-0.6,?,6%,-16%,?,-24%,1%,0.2%
CC(C)N(Cc1nc(-c2ccccc2)no1)C(=O)C1CCCCC1,-5%,-2.4,4%,4%,-3%,i,-19%,-10%,0.1%
O=C(c1ccccc1)N1N=C(c2ccc(F)cc2)CC1(O)C(F)(F)F (stereo not drawn),·,0.6,?,5%,-44%,i,7%,0%,8.1%
Cc1ccc(/C(N)=N/OC(=O)c2cccc(F)c2)cc1,65%[activator],-1.3,12%,10%,-5%,i,·,11%,11µM*
CCCCCn1c(=O)[nH]c2cc(C(=O)NCc3ccc(C)cc3)ccc2c1=O,2%,·,10%,·,-1%,i,1%[9.27 µM],-2%,-1.1%
CCOc1ccc(/C=C/c2nc(C#N)c(NCc3ccccc3)o2)cc1,·,·,·,·,-6%,·,9%,-17%,3.8%
CC(=O)Nc1ccc(C(=O)NN2C(=O)NC3(CCCCC3)C2=O)cc1,0%,0.2,-7%,7%,0%,i,3%,0%,0.0%
CCCOc1cccc(C2c3c(oc4ccc(F)cc4c3=O)C(=O)N2CCCN2CCOCC2)c1 (stereo not drawn),-3%,·,-7%,·,-35%,·,16%,-9%,1.0%
COc1ccc(-n2nc(C(=O)NCC(=O)NC3CCCCC3)c3ccccc3c2=O)c(OC)c1,-7%,0.3,0%,4%,-34%,i,2%,0%,-1.1%
O=C(Nc1ccccc1)c1ccc(S(=O)(=O)NCc2ccco2)cc1,2%,11,9%,2%,-2%,i,·,-8%,3.4%
N/N=C(\c1ccccc1)c1cc(Br)ccc1N,-2%,0.2,-5%,3%,28%,i,4%,-5%,-0.2%
O=C(Nc1ccc(O)cc1)c1ccc2c(c1)C(=O)N(Cc1cccnc1)C2=O,-6%,-3.1,-26%,3%,-7%,i,24%,-9%,0.1%
COC(=O)CNS(=O)(=O)c1ccc(Cc2ccc(S(=O)(=O)NCC(=O)OC)cc2)cc1,-9%,15,-23%,7%,-15%,i,16%,7%,2.7%
CCC(=O)c1ccc(OCC(=O)NC2(C#N)CCCCC2)cc1,-9%,-0.5,-5%,3%,-39%,i,8%,1%,0.0%
COC(=O)c1cc(C(C)=O)n2ccccc12,19%,-1.4,17%,9%,-6%,?,-5%,-2%,5.4%
CC1=C(C(=O)Nc2cccnc2)C(c2ccccc2Cl)n2nc(-c3ccccc3)nc2N1 (stereo not drawn),11%,·,-22%,·,1%,i,-15%,-4%,1.1%
CCCCN(C(=O)c1cccs1)c1c(N)n(Cc2ccccc2)c(=O)[nH]c1=O,2%,-1.9,-7%,-6%,-16%,i,4%,-4%,0.3%
O=C(CSc1ncn[nH]1)Nc1ccccc1-c1ccccc1,-6%,-0.9,-12%,8%,-12%,i,-8%,-7%,-0.7%
COCCN(C(=O)CSc1nnc(Nc2ccc(C)cc2)s1)c1c(N)n(CC(C)C)c(=O)[nH]c1=O,0%,-1.9,-28%,-5%,-4%,i,-11%,-7%,-0.4%
COc1ccc(C2C3=C(CC(C)(C)CC3=O)Nc3cc4c(cc32)OCO4)cc1 (stereo not drawn),-3%,2.9,-21%,-1%,-24%,?,-1%,-8%,0.4%
Cc1ccc(OCC(=O)N/N=C/c2ccc3c(c2)OCO3)cc1C,·,2.9,-9%,-1%,-17%,i,-12%,-3%,-0.6%
COc1cccc(C(=O)NCC(=O)N/N=C/c2cccnc2)c1,9%,-1.4,-4%,7%,8%,i,3%,0%,-0.1%
CC(C)CC(=O)NCCCN1CCN(CCCNC(=O)CC(C)C)CC1,0%,-2.8,-1%,-8%,-12%,i,0%,4%,-0.7%
CSc1ccc(NC(=O)C2CCN(c3ncccn3)CC2)cc1,19%,·,-23%,·,9%,i,19%,5%,-0.4%
O=C(CSc1nc2cc(Cl)ccc2s1)N1CCCc2ccccc21,-5%,1.5,?,0%,-31%,i,-7%,-1%,0.1%
C#CC(C)(C)NC(=O)c1sccc1Oc1ccc(F)cc1[N+](=O)[O-],-18%,-2.6,-35%,6%,-7%,i,-6%,0%,3.6%
C[C@H](CO)N1C[C@H](C)[C@@H](CN(C)C(=O)C2CCOCC2)Oc2ncc(Br)cc2C1=O,-2%,-0.9,0%,-3%,-37%,i,·,·,16%
COc1cc(OC)c(C(=O)OCC(=O)NC2CCCCCCC2)cc1OC,2%,-3.1,-20%,1%,-25%,?,-7%,-6%,2.1%
Cc1cc(CN2C(=O)c3ccccc3C2=O)no1,3%,0.1,17%,6%,7%,i,-2%,3%,-0.2%
COCCOC(=O)c1sc2nc[nH]c(=O)c2c1C,-12%,-0.2,13%,9%,8%,i,-16%,1%,0.7%
O=C(NCc1ccccc1)C1=C[C@H](c2ccc(Br)cc2)C[C@H](OCCCCO)O1,-2%,0.6,1%,6%,-14%,i,22%,-1%,3.3%
Cc1nonc1NC(=O)CSc1nnnn1-c1ccccc1,4%,-1.6,-8%,5%,-17%,i,0%,0%,-0.8%
S=c1[nH]nc(Cc2cccc3ccccc23)o1,-5%,1.2,1%,9%,-2%,i,-9%,9%,0.2%
Cc1ccc(NC(=O)C(=O)NCC2CCCN2S(=O)(=O)c2cccs2)cc1 (stereo not drawn),0%,-0.3,-28%,3%,-3%,?,-2%,-3%,1.8%
COCCNC(=O)C1(C)CCCN(CCC(=O)c2ccc(Br)cc2)C1 (stereo not drawn),-23%,-0.7,16µM*,6%,13µM*,?,·,·,?
Cc1cccc(Cn2c(N(C)CCO)nc3c2c(=O)[nH]c(=O)n3C)c1,4%,0.6,7%,4%,-32%,i,-17%,11%,3.5%
CN1C2CCC1CC(NC(=O)CSc1ccc(C(C)(C)C)cc1)C2 (stereo not drawn),·,0.8,-10%,8%,-27%,i,5%,-1%,-0.4%
Cc1cc(NC(=O)Cc2cc(F)cc(F)c2)no1,5%,-2.4,4%,0%,3%,i,-12%,-7%,0.1%
COc1ccc(CCNC(=O)COC(=O)c2cc(S(=O)(=O)NCc3ccccc3)ccc2O)cc1OC,-12%,-1.3,-11%,-14%,-7%,i,-5%,-1%,-0.5%
CN1CCC(OC(=O)COc2ccc(Cl)cc2Cl)CC1,-14%,1.8,-6%,11%,9%,i,-2%,-5%,-0.1%
Cc1cccc(NC(=O)c2ncn3c2C(=O)NC[C@@H]3C)c1,3%,-2.3,-25%,0%,-35%,i,·,·,-0.7%
Cc1nn2c(SCC(=O)c3cccs3)cc(C(C)(C)C)nc2c1-c1ccccc1,5%,-0.2,?,-2%,-7%,i,21µM*,?,0.3%

# From PubChem BioAssay
